# BLM inh: Bloom syndrome helicase (human) inhibition; Potency, µM (highest dose often 56.1 µM), inactives show at the highest dose activity change, negative = inhibition, hits mostly inhibitors; 0.2% of 350,000 active; P54132; recombinant BLM DNA unwinding, fluorescence dequenching; AID 2528;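 note: potency is the fitted concentration of half-maximal effect; plate controls were vehicle for no effect and no enzyme for full effect; nearly all actives have a fitted effect of over 35% in size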
# APEX1 inh: blocks human APE1 abasic DNA cleavage; 0.35% of 350,000 active; Potency, µM (series often up to 65.8 µM), for the others: at the top dose activity change, negative = inhibition, actives largely listed as inhibitors; P27695; recombinant APE1, TAMRA/BHQ-2 abasic DNA cleavage fluorescence; AID 2517;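 note: potency is the fitted concentration of half-maximal effect; plate controls were vehicle for no effect and reference inhibitor for full effect; nearly all actives have a fitted effect of over 55% in size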
# Target sequence (P27695 whole entry, looked up): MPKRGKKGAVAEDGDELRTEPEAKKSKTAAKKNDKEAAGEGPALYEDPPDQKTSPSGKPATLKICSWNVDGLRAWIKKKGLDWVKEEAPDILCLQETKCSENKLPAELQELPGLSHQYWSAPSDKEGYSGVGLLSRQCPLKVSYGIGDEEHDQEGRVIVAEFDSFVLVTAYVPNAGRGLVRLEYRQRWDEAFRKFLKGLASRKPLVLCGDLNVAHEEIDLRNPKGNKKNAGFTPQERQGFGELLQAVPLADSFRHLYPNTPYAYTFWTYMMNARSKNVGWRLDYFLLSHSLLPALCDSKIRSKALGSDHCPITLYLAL
#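 APE1 at 0.75 nM final was preincubated with compound 15 min at room temperature, then 50 nM double-stranded THF abasic-site substrate (5'-TAMRA/3'-BHQ-2) was added. Fluorescence (ex 525/em 598 nm) was read kinetically; third-minus-first read gave activity.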
# Tb PGK inh: inhibitors of T. brucei phosphoglycerate kinase | P07378 | PGK/GAPDH coupled, Kinase-Glo luminescence, 60 min | Potency, µM (highest dose often 57.5 µM), for the others: at the top dose activity change, negative = inhibition, hits mostly inhibitors | 0.043% of 380,000 active | AID 602233; note: potency is the fitted concentration of half-maximal effect; % is set by controls: 0 for no effect and ±100 for the full control effect; nearly all actives have a fitted effect of over 60% in size
# Target sequence (P07378 whole entry, looked up): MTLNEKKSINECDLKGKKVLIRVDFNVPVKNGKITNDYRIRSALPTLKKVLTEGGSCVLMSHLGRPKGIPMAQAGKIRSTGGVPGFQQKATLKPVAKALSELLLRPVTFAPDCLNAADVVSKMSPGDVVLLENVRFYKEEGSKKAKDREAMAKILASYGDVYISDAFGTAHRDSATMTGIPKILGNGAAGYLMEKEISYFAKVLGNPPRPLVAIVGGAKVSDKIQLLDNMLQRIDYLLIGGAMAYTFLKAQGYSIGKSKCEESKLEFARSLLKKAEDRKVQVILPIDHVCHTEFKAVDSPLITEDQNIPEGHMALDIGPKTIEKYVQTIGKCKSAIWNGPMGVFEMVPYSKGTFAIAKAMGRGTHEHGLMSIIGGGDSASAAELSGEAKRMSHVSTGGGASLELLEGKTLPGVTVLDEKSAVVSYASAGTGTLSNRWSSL
#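 Recombinant glycosomal PGK reaction used 1,3-bisphosphoglycerate generated in-well by GAPDH (100nM final) in 100mM TEA pH 7.6, 5mM MgCl2, 0.01% Tween-20. After 60 minutes at room temperature, ATP was read by Kinase-Glo Plus luminescence end-point.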
# RXFP1 antagonist: blocks the human relaxin receptor RXFP1 | Q9HBX9 | HEK293-RXFP1, relaxin-stimulated cAMP HTRF, 30 min; hits give low values | activity change, negative = inhibition, % at 57.5 µM | 0.59% of 350,000 active | AID 1259400;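 active = activity change of -60% or lower, but not beyond a set lower limit; inconclusive = change between -60% and -40%, or beyond the set limit; inactive = change above -40%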; note: % is set by controls: 0 for no effect and ±100 for the full control effect
# POLB inh: DNA polymerase beta (human) inhibition. 1.3% of 340,000 active. P06746. Potency, µM (top dose mostly 114 µM), for inactives: at the highest dose activity change, negative = inhibition, usual class: inhibitors. Pol beta primer extension/strand displacement, fluorescence kinetic; note: potency is the fitted concentration of half-maximal effect; % is set by controls: 0 for no effect and ±100 for the full control effect
#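 Reaction started by 50 nM substrate onto compound-treated Pol beta (10 nM, 15 min preincubation, room temperature); plates read at 0 min and 10 min. Normalized concentration-effect data fitted by four-parameter Hill equation.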
# POLK inh: DNA polymerase kappa (human) inhibition. purified Pol kappa, fluorescent DNA synthesis assay, 10 min. Potency, µM (series often up to 107 µM), for inactives: at the highest dose activity, negative = inhibition, usual class: inhibitors. 0.53% of 400,000 active. AID 588579; note: potency is the fitted concentration of half-maximal effect; % is set by controls: 0 for no effect and ±100 for the full control effect
#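 10 nM Pol kappa preincubated 15 min at room temperature with compounds, then reaction started with substrate at 50 nM final. Fluorescence read kinetically at 0 and 10 min; buffer-only wells served as negative control.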
# Anesthetic bind: binds horse apoferritin like a general anesthetic; P02791; apoferritin/1-aminoanthracene competitive binding, fluorescence; Potency, µM (doses to about 77.5 µM), for inactives: at the highest dose activity change, negative = displacement, hits mostly inhibitors; 0.074% of 350,000 active; AID 485281; note: potency is the fitted concentration of half-maximal effect; % is set by controls: 0 for no effect and ±100 for the full control effect; nearly all actives have a fitted effect of over 20% in size
# Target sequence (P02791 2-175 limits assumed): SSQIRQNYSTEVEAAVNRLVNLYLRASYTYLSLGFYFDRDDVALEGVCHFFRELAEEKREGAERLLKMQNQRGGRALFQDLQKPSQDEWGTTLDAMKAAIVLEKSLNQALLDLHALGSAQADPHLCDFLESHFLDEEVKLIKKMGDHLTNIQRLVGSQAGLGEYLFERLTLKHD
#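 10 uM apoferritin + 50% sat. 1-AMA, PBS; cpd 10 min RT; Ex380/Em535 endpoint; normalized to free probe vs complex; 4-param Hill fit; propofol titration as pos. ctrl.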
# POLH inh: DNA polymerase eta (human) inhibition; 1.2% of 390,000 active; Potency, µM (series often up to 114 µM), for inactives: top-dose activity change, negative = inhibition, most hits filed as inhibitors; Q9Y253; recombinant Pol eta, fluorescent DNA replication assay; note: potency is the fitted concentration of half-maximal effect; % is set by controls: 0 for no effect and ±100 for the full control effect
#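 Pol eta (10 nM) was preincubated with compounds for 15 min at room temperature, after which fluorescent replication substrate (50 nM final) was added to start the reaction. Fluorescence was read kinetically at 0 and 10 min.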
# POLI inh: DNA polymerase iota (human) inhibition; 1% of 390,000 active; Pol iota fluorescent replication assay, 10 min; Potency, µM (highest dose often 115 µM), for inactives: top-dose activity, negative = inhibition, actives largely listed as inhibitors; Q9UNA4; note: potency is the fitted concentration of half-maximal effect
#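 Fluorescent replication assay read twice, at 0 min and 10 min after adding 50 nM (final) substrate. Enzyme (10 nM) and compounds were first incubated 15 min at room temperature; enzyme-free buffer wells were negative controls.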
# * hit, by the source's call; i = inactive; ? = inconclusive; · = not tested or not shown; [ ] = another dose, or the depositor's remark. Unless noted, calls come from the whole dose curve; as a rule, active = well fitted curve in the direction sought with a large enough effect; inconclusive = small, poorly fitted or top-dose-only effect, or another doubt; inactive = no such curve, though single readings can be large; an effect the other way counts as inactive or inconclusive. A portion of the library; rates above refer to the full screens.
1. CN(C)S(=O)(=O)c1ccc(N2CCCC2)c(C(=O)NNC(=O)c2ccc(F)cc2)c1
2. CC(C)N(Cc1nc(-c2ccccc2)no1)C(=O)COc1ccccc1
3. CC(C)c1ccc(-c2nc(N3CCOCC3)[nH]c(=O)c2C#N)cc1
4. Cn1c(=NC(=O)c2cccc([N+](=O)[O-])c2)sc2ccccc21
5. O=C(CCSCc1ccccc1F)NCc1ccc(F)cc1
6. CCCN1C(=O)/C(=C/c2ccc(C)s2)NC1=S

Assay by compound	1	2	3	4	5	6
Anesthetic bind	·	-19%	-5%	-1%	-14%	?
POLB inh	·	2%	16%	2%	1%	21%
POLK inh	-16%	-5%	2%	2%	-9%	-14%
RXFP1 antagonist	8	1	-4	2	-6	3
APEX1 inh	8%	5%	0%	4%	19%	0%
BLM inh	·	-9%	2%	-1%	-3%	-2%
POLI inh	-28%	30%[activator]	12%	108%[activator]	-15%	-4%
POLH inh	-17%	-27%	-7%	-9%	-21%	-11%
Tb PGK inh	3%	9%	·	10%	5%	-10%

7. Cc1cccc(NC(=O)CN2NS(=O)(=O)c3ccccc3C2=O)c1
8. O=C(NC(Cc1ccccc1)C(=O)NC1CC1)OCc1ccccc1 (stereo not given)
9. COCCNc1oc(-c2ccco2)nc1S(=O)(=O)c1ccccc1
10. O=S(=O)(c1ccc(Cl)cc1)N1CCC2(CC1)OCCO2
11. Cc1ccc(-n2nnnc2SCC(=O)NNC(=O)c2ccc([N+](=O)[O-])cc2)cc1
12. COc1ccc(N(CC(=O)N2CCCCC2)S(=O)(=O)c2ccccc2)c(OC)c1

Assay by compound	7	8	9	10	11	12
Anesthetic bind	-14%	-7%	-8%	-9%	-9%	-2%
POLB inh	5%	1%	7%	?	5.6µM*	1%
POLK inh	0%	-1%	-15%	-3%	?	-5%
RXFP1 antagonist	-12	0	-29	0	7	-1
APEX1 inh	-1%	5%	19%	37%	-2%	3%
BLM inh	-1%	-3%	1%	-9%	1%	4%
POLI inh	8%	22%	23%	-6%	?	18%
POLH inh	-9%	-12%	-2%	-5%	?	-13%
Tb PGK inh	-4%	7%	-4%	-1%	i	-9%

13. Cc1ccc(C(=O)OCC(=O)NCC2COc3ccccc3O2)cc1 (stereo not given)
14. Clc1ccc(OCCN2CCCCC2)c(Cl)c1
15. CN(Cc1ccc(OCC(O)CN2CCCCC2)cc1)Cc1ccnc2ccccc12 (stereo not given)
16. CCc1ccc(OCc2nc(-c3ccc(-n4cccc4)cc3)no2)cc1
17. O=C(CN(CC1CCCO1)C(=O)CNS(=O)(=O)c1ccc(Cl)cc1)NCc1ccccc1 (stereo not given)
18. Cc1ccc(NC(=O)COC(=O)c2ccccc2Nc2ccccc2)cc1

Assay by compound	13	14	15	16	17	18
Anesthetic bind	·	-22%	-7%	-5%	-6%	21%
POLB inh	·	-13%	1%	22%	16%	17%
POLK inh	-10%	-8%	-13%	7%	-5%	-1%
RXFP1 antagonist	4	-3	-2	0	-2	8
APEX1 inh	-1%	3%	-5%	·	25%	-1%
BLM inh	·	-8%	5%	-2%	-2%	-3%
POLI inh	-9%	40%[activator]	14%	-5%	144%[activator]	6%
POLH inh	-9%	-1%	-6%	·	-11%	-8%
Tb PGK inh	3%	·	7%	·	1%	-2%

# 10 of these compounds in another layout.
# Every second line gives: Anesthetic bind, POLB inh, POLK inh, RXFP1 antagonist, APEX1 inh, BLM inh, POLI inh, POLH inh, Tb PGK inh
7) Cc1cccc(NC(=O)CN2NS(=O)(=O)c3ccccc3C2=O)c1
 : -14%, 5%, 0%, -12, -1%, -1%, 8%, -9%, -4%
8) O=C(NC(Cc1ccccc1)C(=O)NC1CC1)OCc1ccccc1 (stereo not given)
 : -7%, 1%, -1%, 0, 5%, -3%, 22%, -12%, 7%
9) COCCNc1oc(-c2ccco2)nc1S(=O)(=O)c1ccccc1
 : -8%, 7%, -15%, -29, 19%, 1%, 23%, -2%, -4%
10) O=S(=O)(c1ccc(Cl)cc1)N1CCC2(CC1)OCCO2
 : -9%, ?, -3%, 0, 37%, -9%, -6%, -5%, -1%
11) Cc1ccc(-n2nnnc2SCC(=O)NNC(=O)c2ccc([N+](=O)[O-])cc2)cc1
 : -9%, 5.6µM*, ?, 7, -2%, 1%, ?, ?, i
12) COc1ccc(N(CC(=O)N2CCCCC2)S(=O)(=O)c2ccccc2)c(OC)c1
 : -2%, 1%, -5%, -1, 3%, 4%, 18%, -13%, -9%
13) Cc1ccc(C(=O)OCC(=O)NCC2COc3ccccc3O2)cc1 (stereo not given)
 : ·, ·, -10%, 4, -1%, ·, -9%, -9%, 3%
14) Clc1ccc(OCCN2CCCCC2)c(Cl)c1
 : -22%, -13%, -8%, -3, 3%, -8%, 40%[activator], -1%, ·
15) CN(Cc1ccc(OCC(O)CN2CCCCC2)cc1)Cc1ccnc2ccccc12 (stereo not given)
 : -7%, 1%, -13%, -2, -5%, 5%, 14%, -6%, 7%
16) CCc1ccc(OCc2nc(-c3ccc(-n4cccc4)cc3)no2)cc1
 : -5%, 22%, 7%, 0, ·, -2%, -5%, ·, ·

# Continued:
19. COc1ccc(N(C(=O)Cn2nnc(-c3ccc(C)o3)n2)C(C(=O)NC2CCCC2)c2ccncc2)cc1 (stereo not given)
20. Cn1cccc1Cc1nnc(SCC(=O)Nc2ccc3c(c2)OCO3)n1-c1ccc(F)cc1
21. Cc1ccc(S(=O)(=O)Nc2cccc(Cl)c2)cc1NC(=O)C1CC1
22. CCN1C(=O)C(O)(CC(=O)c2cccc(-n3cccc3)c2)c2ccccc21 (stereo not given)
23. Cc1cc(C)c2nc(N3CCC(C(=O)NCc4ccccn4)CC3)sc2c1
24. CCOC(=O)c1ccccc1NC(=O)CC(C)CC(=O)O (stereo not given)

Assay by compound	19	20	21	22	23	24
Anesthetic bind	-3%	-5%	·	-13%	-14%	-3%
POLB inh	1%	-10%	·	30%	-9%	-22%
POLK inh	2%	14%	-4%	-4%	1%	-7%
RXFP1 antagonist	-2	-21	1	-2	14	-7
APEX1 inh	-1%	-3%	37%	11%	-5%	5%
BLM inh	-9%	-5%	·	-6%	-6%	0%
POLI inh	9%	15%	3%	-4%	-5%	7%
POLH inh	-12%	-10%	-10%	-15%	-2%	-9%
Tb PGK inh	-3%	-5%	-5%	-4%	-9%	-1%

25. COc1cccc(-n2c(=O)c3ccccc3n3c(=S)[nH]nc23)c1
26. COC(=O)C1=C(N)Oc2cc(C)[nH]c(=O)c2C1c1ccncc1 (stereo not given)
27. O=C(C[C@H]1C/C=C\CC[C@H](Cc2ccc(F)cc2)C(=O)OCCNC1=O)NCCO
28. Cc1cccc(-c2nnn3c2nc(NCCc2ccc(S(N)(=O)=O)cc2)c2cc(Cl)ccc23)c1
29. Oc1ccc(Cl)cc1CNCc1ccc(F)cc1
30. CC(C)(C)CC(=O)Nc1ccc(S(=O)(=O)N2CCCC2)cc1

Assay by compound	25	26	27	28	29	30
Anesthetic bind	-9%	-10%	·	41%[activator]	·	?
POLB inh	8%	1%	·	0%	·	19%
POLK inh	-6%	2%	10%	-2%	-10%	-7%
RXFP1 antagonist	1	-4	·	·	·	12
APEX1 inh	23%	3%	23%	·	-11%	16%
BLM inh	-4%	-4%	·	-12%	·	1%
POLI inh	15%	13%	33%[activator]	36%[activator]	?	-3%
POLH inh	-20%	0%	1%	-17%	-4%	-11%
Tb PGK inh	-8%	8%	-9%	i	-5%	1%

31. COc1cccc(C(=O)Nc2ccccc2F)c1
32. COc1ccc(Cl)cc1CN1CCOCC1
33. O=C(COC(=O)c1cc(=O)[nH]c(=O)[nH]1)Nc1cccc(S(=O)(=O)N2CCCCC2)c1
34. O=C(NC1CC(=O)N(c2ccc3c(c2)OCCO3)C1)N1CCCCC1 (stereo not given)
35. O=C(OCC#CCSc1nnc(-c2ccc(Br)cc2)o1)c1ccco1
36. CC(C)n1cnc2c(NCc3ccccc3)cc(OCC3CCN(C)CC3)cc21

Assay by compound	31	32	33	34	35	36
Anesthetic bind	-7%	-5%	-7%	·	-17%	·
POLB inh	0%	-8%	10%	·	3%	·
POLK inh	-10%	-7%	0%	0%	-9%	-17%
RXFP1 antagonist	-17	0	12	2	-7	·
APEX1 inh	-2%	-1%	-4%	42%[activator]	-1%	-22%
BLM inh	-1%	1%	-6%	·	-8%	·
POLI inh	89%[activator]	-7%[58.9 µM]	184%[activator]	58%[activator]	1%	3.2µM*
POLH inh	-6%	-20%	-17%	-17%	-13%	?
Tb PGK inh	-2%	-6%	-8%	-1%	-1%	-7%

37. CN(C)S(=O)(=O)c1ccc(C(=O)OCC2CC2(Cl)Cl)cc1 (stereo not given)
38. CCOc1ccccc1NC(=O)C1CCN(S(=O)(=O)c2cc(Br)cc3c2N(C(C)=O)CC3)CC1
39. O=C(CCNC(=O)C1CCN(S(=O)(=O)c2ccccc2)CC1)NCCc1ccc(Cl)cc1
40. CC(C)c1cccc(C(C)C)c1NC(=O)CN(C)C1CCS(=O)(=O)C1 (stereo not given)
41. COc1ccc(CCNC(=O)c2ccc(CSCc3ccc(C)cc3)o2)cc1OC
42. Cc1cccc(N2CCN(C(=O)CCNS(=O)(=O)c3ccc4c(c3)CCN4C(=O)C3CC3)CC2)c1C
43. CCS(=O)(=O)Nc1c(C(=O)O)[nH]c2ccccc12

Assay by compound	37	38	39	40	41	42	43
Anesthetic bind	-16%	-1%	-6%	·	-12%	12%	-15%
POLB inh	37%	1%	?	·	27%	6%	35%
POLK inh	-8%	-21%	-10%	1%	-8%[60.1 µM]	-6%[60.1 µM]	-16%
RXFP1 antagonist	-2	6	-5	-2	?	·	6
APEX1 inh	-9%	·	8%	19%	·	·	0%
BLM inh	-7%	-7%	0%	·	-5%	-6%	-3%
POLI inh	9%	7%	49%[activator]	7%	-10%	-9%	9%
POLH inh	-6%	-7%	-16%	-13%	-15%	-4%	-3%
Tb PGK inh	6%	i	-4%	-2%	i	-7%	-5%
